aSyn tox rescue: alpha-synuclein toxicity suppression in yeast | Potency, µM (highest dose often 46.1 µM), for inactives: at the top dose growth rescue (activation), hits mostly activators | 94,000 tested, 0.02% active | S. cerevisiae alpha-synuclein toxicity rescue, BacTiter-Glo growth, 24 h; active = well fitted activation curve with a large enough effect; note: 0% is about no effect
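Growth restoration measured by BacTiter-Glo luminescence after 24 hr at 30 deg C; alpha-synuclein yeast, raffinose-pregrown to mid-log, were added at OD600=0.02 in galactose medium onto pinned compounds.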
* marks the source's active call; other numbers are inactive results; [ ] = another dose, or the depositor's remark. Potency is the fitted concentration of half-maximal effect. The list is partial, so the mix of outcomes need not match the whole.

For Cc1ccc(S(=O)(=O)N(CC(=O)Nc2ccc(F)cc2F)Cc2ccc(F)cc2)cc1 the results were aSyn tox rescue -12%.
O=C(CNCC1(N2CCOCC2)CCCCC1)Nc1ccc(Cl)cc1 was read as aSyn tox rescue 1%.
`O=C(O)CC(CC(=O)O)(C(=O)O)c1ccccc1` gave aSyn tox rescue 5%.
For Cc1cccc(N2CCN(C(=O)Cn3sc4nc(C)cc(C)c4c3=O)CC2C)c1 (configuration not stated) the results were aSyn tox rescue 7%.
Screening CCc1ccccc1NC(=S)N(CCN(C)C)C(C)c1ccco1 (configuration not stated) returned aSyn tox rescue 4%.
Screening CSc1ncc(Cl)c(C(=O)Nc2c(C(=O)c3ccc(C)c(F)c3)oc3ccccc23)n1 returned aSyn tox rescue -6%.
`COc1ccc(CNC(=O)CN(C(=O)CCC(=O)Nc2nccs2)c2ccc(C)cc2)cc1` gave aSyn tox rescue 5%.
CC1(C)CC(C(N)=S)CCO1 (configuration not stated) was read as aSyn tox rescue 2%.
Screening C[C@H](CO)N1C[C@H](C)[C@H](CN(C)C(=O)c2ccccn2)Oc2ncc(Br)cc2C1=O returned aSyn tox rescue -1%.
Cn1c(=O)c2sccc2n2c(CCC(=O)N3CCN(c4ccccc4)CC3)nnc12 was read as aSyn tox rescue 7%.
`Cn1cc(S(=O)(=O)N2CCc3ccccc32)cc1C(=O)NC1CCCCC1` gave aSyn tox rescue 2%.
`Cc1ccc(NC(=O)CCNS(=O)(=O)c2ccc3c(c2)CCC(=O)N3)cc1F` gave aSyn tox rescue -2%.
For CCc1ccc(-n2nc(CO)c(C(=O)NCc3cccs3)n2)cc1 the results were aSyn tox rescue 4%.
For Cc1cc(S(=O)(=O)NC(C)C)ccc1OCC(=O)NCc1ccccc1 the results were aSyn tox rescue -9%.
`CCc1cccc(NC(=O)CN2CCCN(Cc3cccc(C)c3)S2(=O)=O)c1` gave aSyn tox rescue 6%.
For COc1ccc(CCNC(=O)c2cc3c(=O)n4ccccc4nc3n2C)cc1 the results were aSyn tox rescue 2%.
For CCN(Cc1ccccc1)C(=O)Cn1c(=O)oc2cc(S(=O)(=O)N3CCCCCC3)ccc21 the results were aSyn tox rescue -5%.
For O=C1NC(Cc2ccc(O)cc2)c2nc3cc(F)ccc3c(=O)n2-c2ncccc21 (configuration not stated) the results were aSyn tox rescue 1%.
For COc1ccc(Cn2c(SCc3ccc(C(=O)NCc4ccccc4F)cc3)nc3cccnc32)cc1 the results were aSyn tox rescue 4%.
`CN1CCN(C(=O)Nc2cccc(-c3ccccc3)c2)CC1` gave aSyn tox rescue -11%.
`CCCCOc1c(Cl)cc(C(=O)N(Cc2ccc(C)o2)C2CCS(=O)(=O)C2)cc1Cl` (configuration not stated) gave aSyn tox rescue 11%.
For CCOc1ccc(CCNC(=O)COC(=O)/C=C/c2ccc(OC(F)F)c(OC)c2)cc1OCC the results were aSyn tox rescue -3%.
COc1cccc(OCC(=O)N(C)Cc2nc(-c3ccccc3)no2)c1 was read as aSyn tox rescue 8%.
Screening COc1ccc(C)cc1NC(=O)N1CCN(S(=O)(=O)c2ccc3c(ccn3C)c2)CC1 returned aSyn tox rescue -29%.
COCCn1c(SCC(=O)NCc2ccccc2)nc2ccccc21 was read as aSyn tox rescue -1%.
For CCNC(=O)Cc1ccc(NC(=O)N2CCCCc3ccccc32)cc1 the results were aSyn tox rescue 0%.
`CCc1ccc(S(=O)(=O)c2nnn3c2nc(NC2CCCCCC2)c2sccc23)cc1` gave aSyn tox rescue -2%.
`Cc1cccc(C(=O)OC(C)C(=O)NC2CCCc3ccccc32)c1O` (configuration not stated) gave aSyn tox rescue 1%.
For CC(C)NC(=O)CN1C(=O)c2ccccc2S1(=O)=O the results were aSyn tox rescue -7%.
`CC1CCCC(C)N1CCCNC(=O)C1CCCN(S(=O)(=O)N2CCCCC2)C1` (configuration not stated) gave aSyn tox rescue -6%.
Screening O=C(NCC1CCCO1)c1c[nH]c2ccc(S(=O)(=O)Nc3cccc(C(F)(F)F)c3)cc2c1=O (configuration not stated) returned aSyn tox rescue -2%.
Screening C1CCc2nnc(C3CC3)n2CC1 returned aSyn tox rescue -3%.
For O=S(=O)(Nc1ccc2c3c(cccc13)CC2)c1ccccc1 the results were aSyn tox rescue 16%.
Screening CCOC(=O)Cn1nc(C)c(NC(=O)COc2ccccc2)c1C returned aSyn tox rescue -12%.
`Cc1nc(C)c(-c2ccc(SCC(=O)Nc3ccc(Cl)c(Cl)c3)nn2)s1` gave aSyn tox rescue -8%.
CCCCCSc1nc2c(c(=O)[nH]c(=O)n2C)n1C(C)C was read as aSyn tox rescue 7%.
Screening COCCn1c(SCC(=O)Nc2cccc(C)c2C)nc2c(oc3ccccc32)c1=O returned aSyn tox rescue -7%.
`Cn1nc(C(=O)NCc2ccccc2Cl)c2c1-c1ccccc1S(=O)(=O)C2` gave aSyn tox rescue -4%.
For COC(=O)c1ccccc1NC(=O)NCc1ccc2c(c1)CCN2C(=O)c1ccccc1 the results were aSyn tox rescue 11%.
Screening COc1cccc2c(=O)cc(C)n(CC(=O)Nc3ccc(Br)cc3)c12 returned aSyn tox rescue 2%.
Screening CCC(=O)N1CCc2cc(Br)cc(S(=O)(=O)CCC(=O)NCCc3ccccc3Cl)c21 returned aSyn tox rescue 5%.
`CC(C)CCSc1nnc2n(-c3ccccc3)c(=O)c3c4c(sc3n12)CC(C)CC4` (configuration not stated) gave aSyn tox rescue -2%.
Cc1nc2c(ncn2-c2ccccc2)c(=O)n1NC(=O)CN1CCN(C)CC1 was read as aSyn tox rescue 3%.
`Cc1cc(=O)n2nc(N3CCC(C(=O)NCCCOC(C)C)CC3)sc2n1` gave aSyn tox rescue -4%.
`CCOC(=O)Cn1nc(-c2ccccc2)c2cnc3ccc(C)cc3c21` gave aSyn tox rescue -1%.
CCCCCC(=O)N1C[C@@H](O)[C@H](n2cc(C3CC3)nn2)C[C@@H]1c1ccc(Cl)cc1 was read as aSyn tox rescue 6%.
`COCCN(C(=O)CSc1nc2ccccc2c(=O)n1C(C)COC)c1c(N)n(Cc2ccccc2)c(=O)[nH]c1=O` (configuration not stated) gave aSyn tox rescue 7%.
Screening CCc1cccc(-n2c(=O)c3cccnc3n2CC(=O)Nc2c(C)cc(C)cc2C)c1 returned aSyn tox rescue 3%.
`O=C(NCc1ccc(Cl)cc1)C(=O)NCC1CCCN1S(=O)(=O)c1cccs1` (configuration not stated) gave aSyn tox rescue 3%.
COc1ccccc1NS(=O)(=O)c1cccc(NC(=S)NCCN2CCOCC2)c1 was read as aSyn tox rescue 8%.
`Cc1ccccc1NC(=O)Cn1nnc(-c2ccc(CN3CCC(C)CC3)cc2)n1` gave aSyn tox rescue -4%.
Screening O=C(Nc1c(C(=O)Nc2cccc(C(F)(F)F)c2)oc2ccccc12)c1cc(=O)c2ccccc2o1 returned aSyn tox rescue 3%.
CCOC(=O)c1ccc(N2C(=O)c3n[nH]c(-c4cccs4)c3C2c2ccc(CC)cc2)cc1 (configuration not stated) was read as aSyn tox rescue 6%.
Screening COc1cccc(/C=C/c2nc(C#N)c(N3CCC(C(N)=O)CC3)o2)c1 returned aSyn tox rescue 3%.
Screening Cc1cccc(CCNC(=O)CCc2c(C)nc3c(-c4ccc(F)cc4)c(C)nn3c2C)c1 returned aSyn tox rescue -4%.
Cc1cccc(-n2ncc(C(=O)Nc3ccc4c(c3)OCO4)c2C2CCN(C(=O)OC(C)(C)C)CC2)c1 was read as aSyn tox rescue -7%.
CCN(CC)CCNc1cc(C)c(C#N)c2nc3ccccc3n12 was read as aSyn tox rescue 7%.
Screening O=C(Nc1ccc(Cl)c(C(F)(F)F)c1)NC1CC2CCCC(C1)N2Cc1ccccc1 (configuration not stated) returned aSyn tox rescue -1%.
Screening COc1cc(CNC(=O)C2CC(O)CN2C(=O)Nc2ccccc2)cc(OC)c1OC (configuration not stated) returned aSyn tox rescue -7%.
For O=C1Nc2c(ccc(Cl)c2Cl)C(=O)C1(F)c1ccccc1 (configuration not stated) the results were aSyn tox rescue 4%.
`O=C1CCC(C(=O)Nc2ccccc2N2CCOCC2)=NN1` gave aSyn tox rescue -1%.
CC(C)(C)NC(=O)c1cnn2c(C(F)F)cc(-c3ccccc3)nc12 was read as aSyn tox rescue -2%.
`O=C(COc1ccccc1Cl)N(Cc1ccco1)Cc1ccco1` gave aSyn tox rescue 16%.
Screening O=[N+]([O-])c1ccc(CSc2ccc(S(=O)(=O)N3CCCCCC3)cn2)cc1 returned aSyn tox rescue -3%.
`COc1cc(/C=N/NC(=S)NCCN2CCOCC2)cc(OC)c1OC` gave aSyn tox rescue 9%.
CCOc1ccc(CN2C(=O)c3ccccc3Sc3ccc(C(=O)NC4CCC(C)CC4)cc32)cc1 (configuration not stated) was read as aSyn tox rescue -9%.
For CCOc1ccccc1Nc1sc(C(=O)c2ccc(Cl)cc2)c(N)c1C#N the results were aSyn tox rescue 10%.
O=C(CN1C(=O)/C(=C2\SC(=S)N(C3CCS(=O)(=O)C3)C2=O)c2ccccc21)Nc1ccccc1 (configuration not stated) was read as aSyn tox rescue -14%.
Screening O=C(NCCc1ccccc1)c1oc2ccccc2c1COc1ccccc1 returned aSyn tox rescue 6%.
For CCN(CC(=O)Nc1ccc(NC(C)=O)cc1)C(=O)CCCOc1cccc(C)c1 the results were aSyn tox rescue -54%[inhibitor].

Reprinted from the part before: three entries, followed by the next part.
O=C(CN1C(=O)/C(=C2\SC(=S)N(C3CCS(=O)(=O)C3)C2=O)c2ccccc21)Nc1ccccc1 (configuration not stated) was read as aSyn tox rescue -14%.
Screening O=C(NCCc1ccccc1)c1oc2ccccc2c1COc1ccccc1 returned aSyn tox rescue 6%.
For CCN(CC(=O)Nc1ccc(NC(C)=O)cc1)C(=O)CCCOc1cccc(C)c1 the results were aSyn tox rescue -54%[inhibitor].
`O=C(COc1ccc(Br)cc1)N(Cc1nnc(-c2ccccc2Cl)o1)C1CC1` gave aSyn tox rescue 16%.
CCOc1ccccc1CNC(=O)Cc1ccc(NC(=O)N2CCCCc3ccccc32)cc1 was read as aSyn tox rescue -2%.
`COc1ccc(OCC(O)CNC(=O)c2sccc2Cl)cc1` (configuration not stated) gave aSyn tox rescue 1%.
CCOc1ccc(CCNC(=O)CS(=O)(=O)Cc2nc(-c3cccc(Cl)c3)oc2C)cc1 was read as aSyn tox rescue -8%.
`CCOC(=O)C1CCCN(C(=O)CSc2nc(C)cc(C)n2)C1` (configuration not stated) gave aSyn tox rescue -12%.
Screening COc1ccc(/C=C/C(=O)OC2CCCCC2CN(C)C)cc1 (configuration not stated) returned aSyn tox rescue 1%.
For Cc1ccc(S(=O)(=O)C(CNC(=O)COc2ccc(Cl)cc2)c2ccco2)cc1 (configuration not stated) the results were aSyn tox rescue 1%.
For CCC1CCCCN1Cc1c(O)ccc2c(=O)c(Oc3ccccc3Cl)c(C(F)(F)F)oc12 (configuration not stated) the results were aSyn tox rescue 7%.
For O=C(OCc1ccccc1)C1CCN(S(=O)(=O)c2cccs2)CC1 the results were aSyn tox rescue 1%.
Screening Cc1cc(C)cc(NC(=O)CCn2cnc3cc(C)c(C)cc32)c1 returned aSyn tox rescue 0%.
CC(=O)N1CCc2cc(Br)cc(S(=O)(=O)N3CCC(C(=O)Nc4cccc(C)c4C)CC3)c21 was read as aSyn tox rescue 11%.
Screening COC(=O)c1ccc(NC(=O)C(=O)NCCc2csc(-c3ccc(F)cc3)n2)cc1 returned aSyn tox rescue -8%.
`COc1ccc(/C=C/c2nc(C#N)c(NCc3ccc(F)cc3)o2)cc1OC` gave aSyn tox rescue -3%.
For CCCCOc1ccccc1C1CC(=O)Nc2cc(OC)c(OC)cc21 (configuration not stated) the results were aSyn tox rescue -5%.
Screening COc1ccc(C#Cc2cnc3c(c2)C(=O)N([C@@H](C)CO)C[C@@H](C)[C@@H](CN(C)CC2CCOCC2)O3)cc1 returned aSyn tox rescue -3%.
For CC(=O)c1c(C)n(-c2cccc(Cl)c2)c2ccc(OC(=O)c3ccccc3)cc12 the results were aSyn tox rescue 2%.
`N#Cc1c(C(F)(F)F)cc(-c2cccs2)nc1SCC(=O)Nc1cccc(Cl)c1` gave aSyn tox rescue 5%.
`COC(=O)c1ccc(NC(=O)CC2C(=O)N(c3cccc(OC)c3)C(=O)N2Cc2cccs2)cc1` (configuration not stated) gave aSyn tox rescue 3%.
CCOc1ccc(-c2cn3c(n2)sc2cc(C(=O)NC4CCCc5ccccc54)ccc23)cc1 (configuration not stated) was read as aSyn tox rescue 7%.
`COc1ccc([C@H]2C[C@@H](n3cc(-c4ccc(F)cc4)nn3)[C@H](O)CN2C(=O)C2CCCCC2)cc1` gave aSyn tox rescue -6%.

Reprinted at random: 4 entries already listed.
`COc1ccc([C@H]2C[C@@H](n3cc(-c4ccc(F)cc4)nn3)[C@H](O)CN2C(=O)C2CCCCC2)cc1` gave aSyn tox rescue -6%.
Screening COc1ccc(C#Cc2cnc3c(c2)C(=O)N([C@@H](C)CO)C[C@@H](C)[C@@H](CN(C)CC2CCOCC2)O3)cc1 returned aSyn tox rescue -3%.
For CC(=O)c1c(C)n(-c2cccc(Cl)c2)c2ccc(OC(=O)c3ccccc3)cc12 the results were aSyn tox rescue 2%.
`COc1ccc(/C=C/c2nc(C#N)c(NCc3ccc(F)cc3)o2)cc1OC` gave aSyn tox rescue -3%.

Sorted by SMILES length (smallest number first): 3 of the compounds above
For CCCCOc1ccccc1C1CC(=O)Nc2cc(OC)c(OC)cc21 (configuration not stated) the results were aSyn tox rescue -5%.
For CC(=O)c1c(C)n(-c2cccc(Cl)c2)c2ccc(OC(=O)c3ccccc3)cc12 the results were aSyn tox rescue 2%.
`COc1ccc([C@H]2C[C@@H](n3cc(-c4ccc(F)cc4)nn3)[C@H](O)CN2C(=O)C2CCCCC2)cc1` gave aSyn tox rescue -6%.

Source: PubChem BioAssay
